Screens: PubChem BioAssay, Broad Institute
E-sel inducer: induces E-selectin expression in human endothelial cells; P16581; HUVEC E-selectin immunofluorescence imaging; normalized: neutral wells 0, TNF-alpha wells 100; activation, % at 7.58 µM; actives 0.37% (n = 260,000); AID 686992;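 active = mean E-selectin-positive cell signal at least 10% of the positive control, reached in at least 60% of replicates, without over 20% cell loss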;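 note: in these data hits start at about 27%; measured in HUVEC primary endothelial cells; signal is the percent of cells scored E-selectin positive by PE staining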
Target sequence (P16581 whole entry, looked up): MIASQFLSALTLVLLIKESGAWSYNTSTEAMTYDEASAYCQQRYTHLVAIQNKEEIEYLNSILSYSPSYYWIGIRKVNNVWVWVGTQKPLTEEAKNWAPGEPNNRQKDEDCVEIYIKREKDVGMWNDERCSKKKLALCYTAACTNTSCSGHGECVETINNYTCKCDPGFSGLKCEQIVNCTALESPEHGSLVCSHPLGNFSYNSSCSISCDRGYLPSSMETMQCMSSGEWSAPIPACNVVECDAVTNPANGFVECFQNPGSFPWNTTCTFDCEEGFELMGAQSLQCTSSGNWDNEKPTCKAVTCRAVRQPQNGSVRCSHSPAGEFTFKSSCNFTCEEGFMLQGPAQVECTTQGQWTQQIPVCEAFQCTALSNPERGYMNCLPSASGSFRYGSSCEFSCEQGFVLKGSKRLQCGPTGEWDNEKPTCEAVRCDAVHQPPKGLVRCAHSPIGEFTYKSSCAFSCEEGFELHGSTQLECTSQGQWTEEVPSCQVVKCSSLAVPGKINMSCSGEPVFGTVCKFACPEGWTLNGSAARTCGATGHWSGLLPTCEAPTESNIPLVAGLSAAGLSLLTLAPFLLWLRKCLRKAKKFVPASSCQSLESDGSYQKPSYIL
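Read-out basis: % PE-positive cells; Test system: HUVEC primary endothelial cells; Technique: immunofluorescence imaging; Dosing: single-point compound dose.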
miR-122 sensor: blocks miR-122 activity in Huh7 sensor cells; Huh7 miR-122 Renilla luciferase sensor, 48 h; neutral wells = 0, positive control = 100; activation (reporter increase), % at 12.5 µM; actives 0.3% (n = 340,000); AID 602342;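 active = mean replicate activation score at least 90 and every replicate individually at or above 90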;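 note: higher luciferase means less miR-122 activity so hits act as miR-122 inhibitors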
Cneo AK release: Cryptococcus neoformans lysis via adenylate kinase release. C. neoformans lysis, adenylate kinase release luminescence, 4 h; normalised: neutral wells 0, clomiphene wells 100. lysis activity, % at 15 µM. actives 0.2% (n = 360,000). AID 651654;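 active = mean lysis activity across replicates of at least 80%, whatever share of replicates individually reach that level; inactive = mean lysis activity below 80%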
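Material – Cryptococcus neoformans yeast cells · Quantity – 5 × 10^6 yeast cells/mL · Buffer or medium – YPD medium · Compound – single dose · Timing – 4 h static compound exposure, 37 °C, read 1 h post-reagent · Signal – adenylate kinase release luminescence · Read-out basis – lysis from increased AK signal · Benchmarks – Clomiphene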
PglD inh: PglD (C. jejuni) enzyme inhibition; purified PglD enzyme, DTNB colorimetric CoA detection; inhibition, % at 12.5 µM; actives 0.098% (n = 360,000); AID 602405; in the data active = inhibition above about 16%, passing the limit was not always enough; note: strong numbers were not always called active
PGC1a acetyl inh: lowers PGC1a acetylation signal in U2OS cells; AlphaScreen anti-acetyl-lysine; with virally co-expressed GCN5 acetyltransferase; inhibition, % at 15.6 µM; actives 0.17% (n = 350,000);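 active = every replicate shows inhibition of at least 40%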;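 note: 0% = neutral control wells and 100% = positive control wells; some results beyond the cut were filed as inactive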
RAD52 anneal inh: RAD52 (human) annealing inhibition; P43351; recombinant RAD52 DNA annealing, FRET fluorescence; inhibition, % at 18.7 µM; actives 0.46% (n = 360,000);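 active = every replicate showing at least 50% inhibition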
Target sequence (P43351 whole entry, looked up): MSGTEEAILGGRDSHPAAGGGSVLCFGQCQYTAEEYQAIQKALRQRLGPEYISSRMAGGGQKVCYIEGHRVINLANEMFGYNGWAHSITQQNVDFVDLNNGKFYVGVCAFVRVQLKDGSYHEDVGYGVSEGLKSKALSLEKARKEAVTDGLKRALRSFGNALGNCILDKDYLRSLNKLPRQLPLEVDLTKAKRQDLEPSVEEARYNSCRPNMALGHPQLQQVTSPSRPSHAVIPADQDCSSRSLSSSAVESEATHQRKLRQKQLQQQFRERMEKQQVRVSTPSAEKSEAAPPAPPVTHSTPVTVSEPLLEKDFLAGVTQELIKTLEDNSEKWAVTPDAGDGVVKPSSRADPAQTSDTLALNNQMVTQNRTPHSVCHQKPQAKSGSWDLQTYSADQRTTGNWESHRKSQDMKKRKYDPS
ERAP1 HTS inh: blocks human ERAP1 aminopeptidase activity; Q9NZ08; recombinant ERAP1, Leu-AMC fluorescence, 60 min; inhibition, % at 10.7 µM; actives 0.15% (n = 340,000);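 active = mean replicate inhibition of at least 30%, or all replicates individually reaching that 30% level; inactive = mean below 30% and not every replicate reaching it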;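 note: 0% = neutral control wells and 100% = L-leucinethiol positive control wells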
RAD54 branch: blocks human RAD54 Holliday junction branch migration. AID 602329. inhibition, % at 10.4 µM. actives 0.14% (n = 360,000). FAM/BHQ fluorescence;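 active = mean normalized replicate activity at least 40 and at least half of replicates scoring 40 or more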;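 note: 0% = median of neutral control wells and 100% = median of positive control wells; inhibitors cause a drop in the FAM fluorescence signal; in these data hits start at about 50%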
Numbers without * were called inactive; & = joins results of further samples; [ ] = remark or other dose.

`Cc1cccc(-c2ccc([C@H]3[C@@H](CO)N4C(=O)CN(C(=O)c5cccnc5)C[C@H]34)cc2)c1` gave E-sel inducer 0.0, PGC1a acetyl inh 6, RAD52 anneal inh -31 and ERAP1 HTS inh 1.
CCC(=O)N(C)C[C@H]1Oc2ncc(-c3ccccc3OC)cc2C(=O)N([C@@H](C)CO)C[C@@H]1C was read as E-sel inducer -0.2, miR-122 sensor -3[16.7 µM], Cneo AK release -1, PglD inh 1, PGC1a acetyl inh 5, RAD52 anneal inh -4, ERAP1 HTS inh 0 and RAD54 branch 0.
COCc1cn(CC[C@H]2CC[C@@H](NC(=O)Nc3c(C)noc3C)[C@@H](CO)O2)nn1 was read as E-sel inducer -0.1, miR-122 sensor -4[16.7 µM], Cneo AK release 44, PglD inh -4, PGC1a acetyl inh -5, RAD52 anneal inh 0, ERAP1 HTS inh 1 and RAD54 branch 4.
For O=C(CC1CCCCC1)NCc1ccc(F)cc1 the results were E-sel inducer 2.1, miR-122 sensor -1, Cneo AK release -4, PglD inh -3, PGC1a acetyl inh 19, RAD52 anneal inh -44, ERAP1 HTS inh 5 and RAD54 branch 0.
For CCC(C)NC(=O)C1c2ccccc2C(=O)N1Cc1cc(OC)ccc1OC (stereo not given) the results were E-sel inducer 4.6, miR-122 sensor 0, Cneo AK release 0, PglD inh -4, PGC1a acetyl inh -10 and RAD54 branch -7.
Screening CCOc1cc(C)c(S(=O)(=O)Nc2ccc(F)cc2)cc1C returned miR-122 sensor 304*, Cneo AK release 1, PglD inh 3, PGC1a acetyl inh -17 and RAD54 branch -2.
C[C@@H]1CN([C@@H](C)CO)C(=O)c2cc(/C=C/c3ccccc3)cnc2O[C@@H]1CN(C)C(=O)C1CCCCC1 was read as E-sel inducer 0.6, miR-122 sensor 1[16.7 µM], Cneo AK release 3, PglD inh 0, PGC1a acetyl inh 4, RAD52 anneal inh 9, ERAP1 HTS inh 0 and RAD54 branch 7.
For C[C@@H]1CCCCO[C@@H](CN(C)S(=O)(=O)c2cn(C)cn2)[C@H](C)CN([C@H](C)CO)C(=O)c2cc(NC(=O)c3ccccc3)ccc2O1 the results were E-sel inducer 0.0, miR-122 sensor 5[16.7 µM], Cneo AK release 1, PglD inh -3, PGC1a acetyl inh -2, RAD52 anneal inh -7, ERAP1 HTS inh 1 and RAD54 branch 1.
Screening COc1cccc(CNC(=O)C[C@H]2CC[C@H](NC(=O)C3CCC3)[C@H](CO)O2)c1 returned E-sel inducer -1.7, Cneo AK release -3, PglD inh -3, PGC1a acetyl inh -2, RAD52 anneal inh -6, ERAP1 HTS inh -4 and RAD54 branch -6.
For COc1ccc2oc(=O)c(C(=O)N3CCc4ccccc43)cc2c1 the results were miR-122 sensor -19, Cneo AK release 12, PglD inh 4 and RAD54 branch -11.
`O=C(NCCc1ccccc1)C1CCN(S(=O)(=O)c2cccc3nsnc23)CC1` gave E-sel inducer 6.2, miR-122 sensor -3, Cneo AK release 0, PglD inh 4, PGC1a acetyl inh -3 and RAD54 branch -10.
Cc1ccccc1OCC(O)Cn1c(NCCN(C)C)nc2c1c(=O)n(C)c(=O)n2C (stereo not given) was read as miR-122 sensor 14, Cneo AK release 1, PglD inh 9, PGC1a acetyl inh -2, RAD52 anneal inh -18 and RAD54 branch -9.
Screening CCOC(=O)c1c(CSc2ccc(C)cc2)oc2ccc(O)cc12 returned E-sel inducer -0.1, miR-122 sensor 1, Cneo AK release 1, PglD inh -7, PGC1a acetyl inh 7 and RAD54 branch 3.
`CCOC(=O)C(Cc1ccccc1)C(=O)Nc1ccccc1C` (stereo not given) gave miR-122 sensor -6, Cneo AK release 0, PGC1a acetyl inh -22 and RAD54 branch -15.
For C[C@@H]1CN([C@H](C)CO)C(=O)Cc2cc(NC(=O)Nc3ccc(F)cc3)ccc2O[C@@H]1CN(C)S(=O)(=O)c1ccc(Cl)cc1 the results were E-sel inducer 35*, miR-122 sensor -7[16.7 µM], Cneo AK release 2, PglD inh -3, PGC1a acetyl inh -2, RAD52 anneal inh 12, ERAP1 HTS inh -2 and RAD54 branch 1.

Fetched one by one from the list above, two records:
CCC(=O)N(C)C[C@H]1Oc2ncc(-c3ccccc3OC)cc2C(=O)N([C@@H](C)CO)C[C@@H]1C was read as E-sel inducer -0.2, miR-122 sensor -3[16.7 µM], Cneo AK release -1, PglD inh 1, PGC1a acetyl inh 5, RAD52 anneal inh -4, ERAP1 HTS inh 0 and RAD54 branch 0.
COCc1cn(CC[C@H]2CC[C@@H](NC(=O)Nc3c(C)noc3C)[C@@H](CO)O2)nn1 was read as E-sel inducer -0.1, miR-122 sensor -4[16.7 µM], Cneo AK release 44, PglD inh -4, PGC1a acetyl inh -5, RAD52 anneal inh 0, ERAP1 HTS inh 1 and RAD54 branch 4.

Next records follow:
`CCCSc1nnc(-c2cnn(-c3ccccc3)c2-n2cccc2)n1C` gave miR-122 sensor -7, Cneo AK release -3, PglD inh 4, PGC1a acetyl inh 9 and RAD54 branch 3.
`NS(=O)(=O)c1ccc(N2N=C(c3ccccc3)CC2c2cccc(F)c2)cc1` (stereo not given) gave miR-122 sensor -1, Cneo AK release 0, PglD inh 1, PGC1a acetyl inh -5, RAD52 anneal inh -5, ERAP1 HTS inh -1 and RAD54 branch -4.
Screening C[C@H](CO)N1C[C@H](C)[C@H](CN(C)Cc2ccc(-c3ccccc3)cc2)Oc2c(NC(=O)c3nc4ccccc4s3)cccc2C1=O returned E-sel inducer -0.5, miR-122 sensor 2[16.7 µM], Cneo AK release 3, PglD inh -1, PGC1a acetyl inh 22, RAD52 anneal inh -23, ERAP1 HTS inh 2 and RAD54 branch -1.
Screening Cc1noc(C)c1S(=O)(=O)Nc1ccc2c(c1)CC(=O)N([C@H](C)CO)C[C@H](C)[C@@H](CN(C)C(=O)Nc1ccc3c(c1)OCO3)O2 returned E-sel inducer 3.7, miR-122 sensor 4[16.7 µM], Cneo AK release -4, PglD inh -2, PGC1a acetyl inh -2 and RAD54 branch 4.
NC(=O)c1cc(NC(=O)CCc2nc3ccccc3s2)cc(C(N)=O)c1 was read as E-sel inducer -0.1, miR-122 sensor 2, Cneo AK release -2, PglD inh 13, PGC1a acetyl inh 5, RAD52 anneal inh 1, ERAP1 HTS inh 1 and RAD54 branch -20.
For Cc1ccc(S(=O)(=O)N2CC[C@@H]3[C@@H](CO)Nc4ccc(-c5ccccc5F)cc4[C@@H]32)cc1 the results were E-sel inducer -0.5, miR-122 sensor 154*[16.7 µM], Cneo AK release 2, PglD inh 1, PGC1a acetyl inh -6, RAD52 anneal inh -7, ERAP1 HTS inh -3 and RAD54 branch 2.
Screening O=C(COC(=O)/C=C/c1ccc(S(=O)(=O)N2CCc3ccccc32)cc1)NC1CCS(=O)(=O)C1 (stereo not given) returned miR-122 sensor -5, PGC1a acetyl inh 5, RAD52 anneal inh -5 and ERAP1 HTS inh -2.
CC(C)N(C(=O)CSc1ccc(S(=O)(=O)N2CCCCC2)cn1)C(C)C was read as E-sel inducer -1.8, miR-122 sensor 2, Cneo AK release -1, PglD inh -1, PGC1a acetyl inh -12, RAD52 anneal inh -31, ERAP1 HTS inh 1 and RAD54 branch 6.
CC(=O)N1[C@@H]2c3ccc(-c4ccccc4F)c(=O)n3C[C@@H]2[C@@H](CO)[C@@H]1C(=O)NCC1CC1 was read as E-sel inducer -1.6, miR-122 sensor 4[16.7 µM], Cneo AK release 0, PglD inh -2, PGC1a acetyl inh 3, RAD52 anneal inh 5, ERAP1 HTS inh 0 and RAD54 branch -4.
`O=S(=O)(N[C@H]1CC[C@@H](CCn2cc(C3(O)CCCC3)nn2)O[C@H]1CO)c1ccccc1` gave E-sel inducer -0.6, Cneo AK release 1, PglD inh -1, PGC1a acetyl inh -1, RAD52 anneal inh -6, ERAP1 HTS inh -1 and RAD54 branch 1.
For COc1cc(C2SCC(=O)N2c2nnc(C34CC5CC(CC(C5)C3)C4)s2)cc(OC)c1OC (stereo not given) the results were miR-122 sensor -1, Cneo AK release -3, PglD inh 6, PGC1a acetyl inh -5 and RAD54 branch -4.
Screening O=C(Nc1ccccc1Cl)c1cc(C2CCCCN2S(=O)(=O)c2ccccc2)on1 (stereo not given) returned E-sel inducer 0.2, miR-122 sensor -1, Cneo AK release 5, PglD inh -1, PGC1a acetyl inh -19, RAD52 anneal inh -8, ERAP1 HTS inh 3 and RAD54 branch -7.
For O=C1/C(=C\c2ccc(C(F)(F)F)cc2)CSc2sccc21 the results were miR-122 sensor 2, Cneo AK release 5, PglD inh -3, PGC1a acetyl inh -11, RAD52 anneal inh -7 and RAD54 branch 11.
`Cc1ccc(S(=O)(=O)N2CCC(NC(=O)c3cccc(C)c3)CC2)cc1` gave E-sel inducer -0.1, PGC1a acetyl inh 14, RAD52 anneal inh -19 and ERAP1 HTS inh 5.
`CN1C(=O)c2cc(NC(=O)C3CC3)ccc2OC[C@@H]2O[C@@H](CC(=O)NCc3cccc(F)c3)CC[C@@H]21` gave E-sel inducer 0.2, miR-122 sensor 21[16.7 µM], Cneo AK release 1, PglD inh -2, PGC1a acetyl inh 0 and RAD54 branch -1.
Screening COc1ccc(CCNCC(O)Cn2c3ccccc3c3ccccc32)cc1OC (stereo not given) returned E-sel inducer 0.4, miR-122 sensor 1, RAD52 anneal inh -37 and ERAP1 HTS inh -1.
`O=C(O)C1C(c2ccccc2)c2ccccc2C(O)C1CO` (stereo not given) gave E-sel inducer 0.4, miR-122 sensor 2, Cneo AK release 2, PglD inh 3, PGC1a acetyl inh -5, RAD52 anneal inh 5, ERAP1 HTS inh -3 and RAD54 branch -15.
Screening CC(C)Oc1ccc(S(=O)(=O)N2CCCCC2)cc1NC(=O)C1CCCC1 returned Cneo AK release -2, PglD inh 4, RAD52 anneal inh -16, ERAP1 HTS inh 1 and RAD54 branch 15.
`C[C@H](CO)N1C[C@H](C)[C@H](CN(C)C(=O)NC2CCCCC2)Oc2ccc(NC(=O)c3ccncc3)cc2C1=O` gave miR-122 sensor -1[16.7 µM], Cneo AK release -9, PglD inh -3, PGC1a acetyl inh -6, RAD52 anneal inh 9, ERAP1 HTS inh 0 and RAD54 branch 5.
`Cc1ccc(-c2nc(CS(=O)(=O)CC(=O)NCCCN(Cc3ccccc3)C(C)C)c(C)o2)cc1` gave miR-122 sensor -12, Cneo AK release 1, PglD inh 5, PGC1a acetyl inh 1, RAD52 anneal inh -10, ERAP1 HTS inh 2 and RAD54 branch 12.
CCOc1ccc(C(C(=O)NCC2CCCO2)N(CCc2cccc(C)c2)C(=O)c2snc(C(N)=O)c2N)cc1 (stereo not given) was read as E-sel inducer 0.0, miR-122 sensor -3, Cneo AK release 1, PglD inh 1, RAD52 anneal inh -9, ERAP1 HTS inh 2 and RAD54 branch 2.
Screening COc1ccc(Nc2cccccc2=O)cc1 returned miR-122 sensor 16, Cneo AK release 4, PglD inh -3 and RAD54 branch -10.
Cc1ccc(S(=O)(=O)N(C)C[C@H]2OCc3cn(nn3)CCCC(=O)N([C@H](C)CO)C[C@@H]2C)cc1 was read as E-sel inducer -0.1&0.1, miR-122 sensor 0, Cneo AK release 1&1&-19, PglD inh -6&1&-1, PGC1a acetyl inh -5&1&-5, RAD52 anneal inh -6&4&-4, ERAP1 HTS inh 6&0&-2 and RAD54 branch 6&2&5.
For C[C@H](NC(=O)C[C@H]1CC[C@H](NC(=O)c2cccnc2)[C@H](CO)O1)c1ccccc1 the results were E-sel inducer 0.5, miR-122 sensor 0[16.7 µM], Cneo AK release 25, PglD inh -3, PGC1a acetyl inh -8, RAD52 anneal inh -5, ERAP1 HTS inh 0 and RAD54 branch -2.
`O=C(CN1C(=O)/C(=C2/SC(=S)N(CCS(=O)(=O)O)C2=O)c2ccccc21)Nc1cccc(Br)c1` gave E-sel inducer -0.1, Cneo AK release -6, PglD inh -6, PGC1a acetyl inh 3, RAD52 anneal inh -5, ERAP1 HTS inh 4 and RAD54 branch -9.
